Bioassay records from PubChem BioAssay.
EP2 antag: blocks the human prostaglandin E2 receptor EP2; P43116; C6 glioma cells expressing human EP2, cAMP TR-FRET; cells stimulated with saturating PGE2; inhibition, % at 25 µM; 260,000 compounds, 0.52% hits;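 active = percent inhibition above 40 after rounding to a whole number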;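 note: rat C6 glioma host cells with rolipram phosphodiesterase inhibitor present; the protocol text gives 20 µM as final concentration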
Runt-SMMHC FRET: inhibitors of human RUNX1 Runt domain binding to CBFb-SMMHC; 220,000 compounds, 0.74% hits; Cerulean-Runt/Venus-CBFb-SMMHC FRET ratio 530/480, 1 h; inhibition, % at 20 µM; Q01196+Q13951;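 active = mean inhibition across duplicate retests at 20 µM reaching about 50%, limit read from the data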;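 note: 0% = DMSO wells and 100% = wells with excess untagged CBFb-SMMHC; inhibitors lower the FRET ratio by blocking Runt binding to CBFb-SMMHC; some results filed as inactive read as strong as hits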
RBBP9 inh: blocks human serine hydrolase RBBP9. inhibition, % at 7.94 µM. AID 1515. recombinant RBBP9, FP-Rh probe fluorescence polarization. O75884. 220,000 compounds, 0.2% hits;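 active = inhibition above the campaign mean of all tested compounds plus 3 SD, cut at about 14% in these data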;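 note: plate controls were DMSO wells with RBBP9 for no effect and wells lacking RBBP9 protein for full effect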
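System: RBBP9 protein / Buffer or medium: Tris/NaCl buffer pH 8.0 with 0.1% Pluronic / Probe or stimulus: Serine-hydrolase probe FP-Rh, 375 nM pre-mixing / Dosing: 7.94 µM single dose, 0.794% DMSO / Times: enzyme-compound preincubation 30 min, then probe labeling 45 min, 25 °C / Technique: fluorescence polarization (mP), excitation 525 nm, emission 598 nm / Replication: singlicate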
PERK inhibitor: blocks human PERK kinase. Q9NZJ5. CHO PERK-DD fusion, SEAP luminescence translation reporter. inhibition, % at 5.6 µM. 220,000 compounds, 0.17% hits. AID 1416;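 active = inhibition above the mean inhibition of all tested compounds plus 3 SD, set separately per screening campaign, cut at about 2.9% in these data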;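 note: PERK kinase domain activated by AP20187 dimerizer at 100 nM; 0% = DMSO with dimerizer and 100% = rapamycin at 8.4 µM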
Target sequence (Q9NZJ5 whole entry, looked up, the tested form may be a part): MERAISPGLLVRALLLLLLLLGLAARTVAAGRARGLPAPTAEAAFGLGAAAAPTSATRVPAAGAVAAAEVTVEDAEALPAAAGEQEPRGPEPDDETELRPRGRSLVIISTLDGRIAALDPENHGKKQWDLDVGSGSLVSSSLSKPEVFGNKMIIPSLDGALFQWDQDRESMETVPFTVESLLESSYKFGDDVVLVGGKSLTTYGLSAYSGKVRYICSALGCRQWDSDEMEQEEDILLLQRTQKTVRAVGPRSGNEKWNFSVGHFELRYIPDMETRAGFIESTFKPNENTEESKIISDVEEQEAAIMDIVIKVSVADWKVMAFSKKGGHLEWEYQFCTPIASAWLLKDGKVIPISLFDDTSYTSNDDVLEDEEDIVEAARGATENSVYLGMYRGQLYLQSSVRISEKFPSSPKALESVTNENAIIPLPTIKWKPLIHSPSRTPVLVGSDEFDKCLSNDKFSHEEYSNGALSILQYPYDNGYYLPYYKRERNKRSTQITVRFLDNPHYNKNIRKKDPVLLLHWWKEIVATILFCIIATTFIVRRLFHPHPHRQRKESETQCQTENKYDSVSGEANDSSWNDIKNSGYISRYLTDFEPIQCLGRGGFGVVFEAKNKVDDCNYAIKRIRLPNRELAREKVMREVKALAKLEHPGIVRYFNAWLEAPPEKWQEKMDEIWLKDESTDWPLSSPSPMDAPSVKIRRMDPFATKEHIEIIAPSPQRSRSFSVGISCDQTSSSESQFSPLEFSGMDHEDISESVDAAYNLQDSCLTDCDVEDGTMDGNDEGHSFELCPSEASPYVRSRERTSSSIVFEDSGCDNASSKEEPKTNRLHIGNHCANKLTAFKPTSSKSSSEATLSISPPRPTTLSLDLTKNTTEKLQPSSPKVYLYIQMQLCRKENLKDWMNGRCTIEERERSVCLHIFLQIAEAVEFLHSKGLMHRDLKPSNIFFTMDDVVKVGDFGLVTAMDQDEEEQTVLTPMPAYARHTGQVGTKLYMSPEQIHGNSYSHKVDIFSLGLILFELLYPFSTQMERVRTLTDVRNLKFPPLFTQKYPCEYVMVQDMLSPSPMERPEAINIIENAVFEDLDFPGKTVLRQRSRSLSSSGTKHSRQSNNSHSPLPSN
zVAD death inh: L929 zVAD cell death inhibition; viability rescue, % at 10 µM; L929 zVAD necroptosis rescue, ATP luminescence, 24 h; with zVAD 60 µM; 220,000 compounds, 0.38% hits;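 active = activation, scaled between plate controls, above about 75%, limit read from the data; inactive = activation under that limit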;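 note: 0% = zVAD with DMSO and 100% = DMSO alone without zVAD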
Runt-CBFb FRET: blocks binding of human RUNX1 Runt domain to CBFb. Q01196+Q13951. 220,000 compounds, 0.46% hits. inhibition, % at 20 µM. Cerulean-Runt/Venus-CBFb FRET ratio 530/480, 1 h;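 active = inhibition over about 50% at 20 µM in the single-dose screen, limit read from the data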;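 note: 0% = DMSO wells and 100% = excess unlabeled CBFb competitor control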
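Doses: 20 µM compound in 1% DMSO | Material: Cerulean-labeled Runt domain protein | Amount: Each fluorescent fusion protein 100 nM | Schedule: Two 1 h room-temperature incubations shielded from light | Measured by: FRET fluorescence | Evaluation: Loss of energy transfer signal | Controls: Unlabeled CBFb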
Hck Nef HTS: inhibitors of human Hck kinase activated by Nef | P08631 | Recombinant Hck-YEEI plus Nef, Z-Lyte FRET kinase assay | inhibition, % at 20 µM | 220,000 compounds, 0.68% hits | AID 463187;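 active = Hck-Nef kinase inhibition above about 50%, limit read from the data; inactive = inhibition below that limit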;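 note: 0% = DMSO with Hck plus Nef and 100% = Hck alone without Nef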
EP2 modulator: EP2 receptor (human) modulation; P43116; EP2-expressing cells, cAMP HTRF FRET, PGE2 co-stimulation; induction, % at 25 µM; 260,000 compounds, 0.83% hits; AID 940;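 active = compounds whose cAMP rise, as percent of the full-agonist control response, exceeds 60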;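 note: rat C6 glioma line stably carrying human EP2 under a CMV promoter; the protocol text gives 20 µM as final concentration; 100% = response of wells given 1 µM PGE2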
TNF necrop inh: TNF-alpha cell death inhibition in Jurkat FADD-/- cells. Jurkat FADD-/- TNF necroptosis rescue, ATP luminescence, 24 h; 0 = TNF only, 100 = no-TNF cells. activation (protection from cell death), % at 10 µM. 220,000 compounds, 0.068% hits;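 active = activation, meaning protection from cell death, of at least 50% relative to plate controls; inactive = activation below 50%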;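 note: necroptosis triggered by 40 ng/mL TNF-alpha added together with compound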
Numbers without * were called inactive; x = no result given; & = joins results of further samples.

Value order: TNF necrop inh	Runt-CBFb FRET	EP2 antag	Hck Nef HTS	Runt-SMMHC FRET	zVAD death inh	PERK inhibitor	EP2 modulator	RBBP9 inh
CCOC(=O)c1sc2ccccc2c1OC(=O)c1ccccc1OC
→ -0.6	-3.8	4.5	15.3	-3.3	-0.4	0.7	33.0	2.0
COC(=O)c1cc(Cl)c(NC(=O)c2ccc(F)cc2)cc1OC
→ 0.5	1.2	2.9	3.8	-0.5	0.2	0.6	-8.5	-3.6
NS(=O)(=O)c1ccc(NNC(=O)c2ccccc2C(=O)O)cc1
→ 1.4	4.3	5.2	5.6	-6.7	0.6	0.6	6.0	-2.3
Cc1ccc(/C(O)=C2\C(=O)C(=O)N(CC(C)O)C2c2cccc(F)c2)cc1 (stereo unspecified)
→ 0.7	0.2	12.4	-6.8	-2.0	-0.6	-0.1	35.8	-8.9
O=C(NC(=S)Nc1ccc(C(=O)N2CCOCC2)cc1)c1ccc([N+](=O)[O-])cc1
→ -1.3	-4.0	4.5	-1.0	1.8	0.0	0.3	-58.5	-4.1
Cc1cc(C)c2nc(-c3ccccn3)cc(C(=O)NCc3ccc(S(N)(=O)=O)cc3)c2c1
→ -0.9	-2.2	0.2	11.4	-5.4	-0.6	1.2	13.6	-4.0
CCCn1c(SCC(=O)NC2CCCCC2)nnc1-c1ccccn1
→ 0.8	-1.3	4.9&3.7	23.3	4.2	0.7	0.2	-25.2&-31.9	9.8
CN(CC(=O)NC1CC1)S(=O)(=O)c1ccc(F)cc1
→ -0.2	-0.5	9.0	29.3	-2.9	1.1	-0.7	17.7	-5.0
NC(=O)N/N=C/c1ccc2cccc(OCc3ccccc3)c2n1
→ -0.4	-1.4	6.1	25.2	-0.7	1.6	-0.2	42.8	-3.6
NNC(=S)Nc1ccc(S(=O)(=O)N2CCOCC2)cc1
→ 5.4	6.3	9.2	2.9	-2.0	1.8	-1.8	-16.0	-6.8
CCOC(=S)N/C(=N\S(C)(=O)=O)c1ccccc1
→ 0.3	16.6	5.3	11.6	-5.4	-0.8	-0.2	-15.3	-6.0
Cc1cc(C)cc(N2C(=O)c3nccnc3C2=O)c1
→ 0.9	-1.6	10.0	-1.2	1.3	0.9	0.4	5.3	-13.3
COc1ccc(/C=C2/CCOC2=O)cc1
→ -1.1	1.6	8.6	-1.6	0.8	0.1	0.1	2.5	-2.0
COC(=O)C(C)Oc1ccc(-c2nccc(-c3cccs3)n2)cc1 (stereo unspecified)
→ -6.3	-2.6	9.7	-0.1	-0.5	1.1	1.1	3.0	-6.1
O=C(COc1ccc2ccccc2c1)NCCNC(=O)COc1ccc2ccccc2c1
→ 2.8	3.5	32.2	0.8	-3.7	0.4	0.2	2.4	-4.8
O=C(C[n+]1ccc(/C=N/O)cc1)NCc1ccccc1
→ -0.8	1.7	10.3	19.2	1.0	-0.1	1.6	5.6	-9.6
C=CCNC(=O)COc1ccc(N(C)S(=O)(=O)c2ccc(NC(C)=O)cc2)cc1
→ 0.8	0.6	3.1	21.1	2.5	3.0	1.4	-13.6	-7.4
COc1ccccc1NC(=O)CN1CCSc2ccccc21
→ -0.2	-0.7	3.9	0.4	0.8	-0.2	1.1	20.7	-1.4
CCOc1cc(OCC)cc(C(=O)O)c1
→ -2.2	-0.1	2.7	-3.9	4.0	-0.2	1.2	-1.1	-5.7
CN(C)S(=O)(=O)Oc1cccc(C(=O)Nc2cccc(Cl)c2)c1
→ -7.1	-1.4	27.6	0.6	4.3	28.9	0.6	-55.7	-12.3
O=C(CNC(=O)c1cccc(F)c1)N/N=C/c1cc(Br)ccc1OCc1ccccc1
→ 3.4	0.3	7.1	5.2	6.5	2.0	0.7	36.1	-6.8
CC(=O)c1cc(CN2C(=O)c3ccccc3C2=O)cs1
→ 3.2	-0.6	5.7	-4.4	-3.4	1.9	-0.1	11.9	7.5
CCOc1ccccc1NC(=O)CN1C(=O)COc2ccc(Cl)cc21
→ 0.4	2.2	5.2	0.1	-2.7	-0.5	-1.3	-21.9	-11.2
C[N+]1(C2CCC3CCCC2C3O)CCCC1 (stereo unspecified)
→ 0.8	-12.2	4.1	-0.2	5.1	0.0	0.3	21.0	-8.7
CC(C)(C)C(=O)Nc1cccc(-c2nc3ccccc3[nH]2)c1
→ 2.1	1.2	21.7	2.1	-2.0	2.2	-1.8	-25.4	-0.5
Cc1noc(C)c1COc1cccc(C(=O)OCC(=O)NCCN2C(=O)CSC2=O)c1
→ -0.4	1.1	8.9	24.9	-2.5	1.9	-0.6	18.0	-6.7
CC1(C)C2CCC1(C)C(OCC[N+](C)(C)CC(=O)OC1CCCCC1)C2 (stereo unspecified)
→ -0.6	-1.3	6.3	-0.1	-0.6	0.0	-0.5	0.9	-7.5
CC(=O)Nc1ccc(-c2csc(NNC(=O)c3ccccc3)n2)cc1
→ -1.2	24.6	14.1	3.2	4.5	22.5	1.1	-35.4	-6.3
Cc1ccc(C(=O)N/C(=C/c2ccc(-c3cc(C(F)(F)F)ccc3Cl)o2)C(=O)NCc2cccnc2)cc1
→ 0.2	-6.1	5.5	9.8	0.1	0.7	0.6	12.2	-5.6
Nc1nc(NCc2ccco2)nc(N2CCN(Cc3ccccc3)CC2)c1[N+](=O)[O-]
→ -0.8	-1.3	8.8	17.4	2.7	0.3	-2.0	22.8	-4.4

Later entries:
Value order: TNF necrop inh	Runt-CBFb FRET	EP2 antag	Hck Nef HTS	Runt-SMMHC FRET	zVAD death inh	PERK inhibitor	EP2 modulator	RBBP9 inh
CN(/N=C/c1cc([N+](=O)[O-])ccc1O)c1ccccc1
→ 0.3	-6.8	1.4	3.6	-15.4	1.1	0.8	-24.8	-2.3
CNC(=S)n1cnc(N)n1
→ 2.7	-1.0	4.3	25.0	-0.5	-0.7	1.8	23.6	0.0
CCCCCC1CC(CC(=O)Nc2ccc([N+](=O)[O-])cc2)OC1=O (stereo unspecified)
→ 1.2	-0.7	4.6	11.2	-2.0	-0.9	-0.7	-45.0	-5.2
COc1cc(/C=C/c2nc(N)nc(-c3ccccc3O)n2)cc(OC)c1OC
→ -5.4	-1.6	6.7	2.6	-3.5	2.6	0.2	-14.0	-4.0
O=c1cc(Nc2ccc3c(c2)OCCO3)[nH]c(=O)n1C1CCCCC1
→ -8.7	1.2	10.1	-11.3	2.5	3.1	-1.1	-26.5	-0.3
Cc1ccc(S(=O)(=O)Cn2nnnc2CN2CCN(Cc3ccc4c(c3)OCO4)CC2)cc1
→ -4.9	3.4	9.7	-0.7	0.1	0.7	-1.5	-22.6	-5.2
N#C[C@H]1[C@H](c2ccccc2)[C@](C#N)(C(=O)c2ccccc2)[C@@H]2C=Cc3ccccc3N21
→ -16.9	5.0	x	6.0	7.0	0.4	-0.3	-3.0	-6.8
O=C(COc1ccc(Cl)cc1Cl)NN1C(=O)C2C3C=CC(C3)C2C1=O (stereo unspecified)
→ 1.3	-0.1	6.7	12.3	3.8	-0.1	1.3	34.1	-1.3
O=C(COC(=O)c1cccs1)NCc1ccc2c(c1)OCO2
→ -0.4	-1.8	12.3	-0.4	-7.7	0.7	0.3	14.0	-7.2
Cc1ccc(C(=O)NCCOC23CC4CC(CC(C4)C2)C3)cc1
→ 1.3	-1.4	1.8	-2.2	-1.5	0.2	-0.8	-15.8	-9.4
CCOC(=O)c1cc(-c2ccccc2)n(CCC(=O)N2CCN(c3ccc(OC)cc3)CC2)c1C
→ 1.7	-8.5	6.7	3.0	-0.2	1.6	-1.0	40.7	-3.9
N#Cc1c(-c2cccs2)nc(SCC(=O)c2cccs2)[nH]c1=O
→ -0.9	-3.1	20.2	14.2	-3.5	0.0	2.7	26.7	-2.7
Cc1ccc(C(=O)NNC(=S)Nc2cccc3ccccc23)s1
→ -4.1	5.2	13.0	2.7	2.0	0.5	0.1	4.8	0.3
Cn1c(SCC(=O)N(C2CCCCC2)C2CCCCC2)nnc1-c1cccs1
→ -1.5	-2.2	10.6	-0.7	1.2	0.1	-0.6	8.1	-5.5
COc1c(Br)cc([N+](=O)[O-])c(OC)c1C(=O)NC(=O)Nc1c(Cl)cccc1Cl
→ -1.1	-1.2	7.8	3.2	0.8	0.7	1.2	16.0	-1.9
CC(C)C(CCNC(=O)CN1C(=O)c2ccccc2C1=O)c1ccco1 (stereo unspecified)
→ 1.1	-2.4	5.1	1.5	0.4	0.0	0.1	31.0	-0.2
COC(=O)c1cnc(Oc2c(Cl)cc(N)cc2Cl)cc1C(F)(F)F
→ 7.3	0.6	3.8	15.4	-0.2	0.6	0.1	-27.8	-3.2
O=C(c1cn(-c2ccccc2)nc1-c1cccs1)N1CCN(c2ccccn2)CC1
→ -1.7	-2.1	9.3	0.4	-0.8	-0.1	-1.5	24.0	-0.4
CCCCNS(=O)(=O)c1ccc(NC(=O)C(Sc2ccccc2)c2ccccc2)cc1 (stereo unspecified)
→ 4.1	0.7	7.7	3.4	-1.6	1.8	-0.1	10.6	-53.3
O=C(CCS(=O)(=O)c1ccc(Br)cc1)Nc1ccc(Cl)cc1F
→ 2.1	-3.6	6.0	2.0	0.3	0.8	1.2	-10.1	-9.5
CC(=O)c1cccc(NC(=O)COC(=O)CCc2ccc(S(=O)(=O)N3CCOCC3)cc2)c1
→ 0.2	-2.0	8.0	19.7	2.5	3.1	1.5	-14.7	-9.3

This is a subset; rates above refer to the full screens.
